Bioassay records as filed in PubChem BioAssay.
KKLEB tox – counter-screen for CF NF-kB inhibitors: cytotoxicity; KKLEB CF airway cells viability, ATPlite luminescence, overnight; active compounds read low; cells stimulated with P. aeruginosa culture filtrate; activity change (cytotoxicity), % at 5 µM; 360,000 tested, 0.36% active;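 active = corrected activity change at or below -50% at 5 µM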
NR2E3 ag-1 – activates human NR2E3 receptor | AID 602229 | CHO-S Gal4-NCOR/VP16-NR2E3 two-hybrid, luciferase | Q9Y5X4 | inhibition of corepressor binding, % at 3.98 µM | 360,000 tested, 0.35% active;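 active = inhibition above the mean of all tested compounds plus 3 SD, cut at about 70% in these data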;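 note: 0% = DMSO with NR2E3 transfected cells and 100% = cells lacking NR2E3 construct; higher means lower luciferase signal from less NR2E3 corepressor binding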
Target sequence (Q9Y5X4 whole entry, looked up, the tested form may be a part): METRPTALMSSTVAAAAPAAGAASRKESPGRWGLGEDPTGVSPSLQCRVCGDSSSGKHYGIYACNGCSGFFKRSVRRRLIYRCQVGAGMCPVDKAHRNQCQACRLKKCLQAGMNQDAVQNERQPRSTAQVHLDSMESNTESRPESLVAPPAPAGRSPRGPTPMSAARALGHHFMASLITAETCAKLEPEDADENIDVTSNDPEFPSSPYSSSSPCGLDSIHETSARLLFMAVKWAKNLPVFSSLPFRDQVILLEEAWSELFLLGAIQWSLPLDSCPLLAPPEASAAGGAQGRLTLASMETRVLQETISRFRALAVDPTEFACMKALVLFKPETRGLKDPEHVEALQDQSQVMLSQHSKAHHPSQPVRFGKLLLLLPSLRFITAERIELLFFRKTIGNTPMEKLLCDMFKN
aDG glyco up – alpha-DG glycosylation activation; Pro5-aDG cells, alpha-DG glycosylation AlphaScreen (IIH6); 0% Pro5, 100% B10-LARGE cell signal; activation, % at 10 µM; 360,000 tested, 0.22% active;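 active = activation of at least 8% versus controls, or a plate z-score of at least 8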;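 note: Pro5 are CHO cells carrying HIG-tagged alpha-DG that lacks glycosylation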
NR2E3 ag-2 – NR2E3 (human) agonism | GST-NR2E3/biotin-RetCOR TR-FRET, 1536-well | inhibition of corepressor binding, % at 4.78 µM | 320,000 tested, 0.12% active | AID 2300;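 active = percent inhibition above the cutoff of mean plus 3 SD of all tested compounds, set per screening campaign, cut at about 20% in these data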;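 note: 0% = DMSO wells and 100% = biotin wells as full block of FRET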
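Material: NR2E3–RetCOR corepressor complex / Amount: 1.35 nM GST-NR2E3 / Medium: Tris pH 7.5 / Compound: single nominal compound dose of 4.8 µM / Incubation: 5 h at 4 °C / Technique: TR-FRET, Eu(K)-anti-GST donor, streptavidin-D2 acceptor, ex 340, em 617/671 nm / Read-out basis: percent loss of FRET ratio relative to control wells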
TWEAK-Fn14 inh – inhibitors of TWEAK-Fn14 interaction signaling; TWEAK-stimulated Fn14 reporter cells, luciferase luminescence, 8 h; inhibition, % at 10 µM; 360,000 tested, 2% active; AID 1159606; in the data active = inhibition above about 50%
HIF-2a inh – blocks HIF-2a reporter activity | 786-0 RCC cells HIF-2a reporter, luciferase luminescence, overnight | inhibition, % at 18.8 µM | 360,000 tested, 0.72% active | AID 624352;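 active = inhibition of the luminescence signal of 40% or more relative to plate controls, in a single-dose primary screen at 18.75 µM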
Peg3 prom inh – reduces Peg3 promoter-driven luciferase expression in HeLa; HeLa PEG-Prom luciferase reporter, luminescence, overnight; 360,000 tested, 1.7% active; inhibition, % at 20 µM;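 active = inhibition of at least 50% at 20 µM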
iPSC survival up – increases survival of single human iPS cells. hiPSC single-cell survival, ATPlite luminescence; 100% = ROCK inhibitor wells, 0% = DMSO. survival enhancement, % at 20 µM. 360,000 tested, 0.044% active. AID 602274; in the data active = survival enhancement above about 18%;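 note: cells exposed to compounds for 16 hours before the ATP read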
CF NFkB inh – cystic fibrosis NF-kB activation inhibition; KKLEB NF-kB-GFP reporter, PAF-induced, GFP fluorescence overnight; inhibition, % at 5 µM; 360,000 tested, 0.86% active;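 active = at least 50% inhibition at 5 µM, scaled per plate between neutral and stimulator controls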;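 note: PAF is a Pseudomonas aeruginosa culture filtrate used as stimulus; plate controls were PAF-stimulated DMSO wells for no effect and unstimulated DMSO wells for full effect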
TRPM1 prom inh – reduces MITF-dependent TRPM1 promoter luciferase signal. SK-MEL-5 TRPM1 promoter luciferase, 24 h. inhibition, % at 12.5 µM. 330,000 tested, 0.83% active. AID 488899;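 active = mean inhibition across replicates of 60% or more, whatever share of single replicates reaches that level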; note: values of inactives mirror those of a sister screen read the other way
Shn3 inh set2 – Schnurri-3 reporter inhibition in Clone20 osteoblasts | Clone20 osteoblast Shn3 3'UTR firefly luciferase, 24 h | inhibition, % at 12.5 µM | 360,000 tested, 0.52% active | AID 588674;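 active = mean inhibition of at least 75% with every replicate also reaching 75%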;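 note: 0% = median of neutral control wells and 100% = pilot-screen positive control compound; some compounds past the cut are filed as inactive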
* hit, by the source's call; · = not tested or not shown.

A first look, 11 compounds:
SMILES	KKLEB tox	NR2E3 ag-1	aDG glyco up	NR2E3 ag-2	TWEAK-Fn14 inh	HIF-2a inh	Peg3 prom inh	iPSC survival up	CF NFkB inh	TRPM1 prom inh	Shn3 inh set2
COc1ccc(C2c3cc4c(cc3OC(N3CCOCC3)C2C)OCO4)c(OC)c1 (stereo not given)	-11	-8	-0.2	·	10	30	-17	0.3	30	3	67
CC(=O)Nc1ccc(S(=O)(=O)Nc2ncccn2)cc1	8	6	-0.1	1	8	1	5	-4.4	2	3	15
C[C@H](O)[C@@H]1CN2CCc3c([nH]c4ccc(-c5ccc6c(c5)OCO6)cc34)[C@@H]2C[C@@H]1N(C)C(=O)Nc1ccc(F)cc1	-40	-34	-0.3	·	3	-8	70*	-2.7	65*	·	22
O=C(NCc1ccco1)c1cccc(NS(=O)(=O)c2cccc(F)c2)c1	2	-19	-0.1	-3	1	19	-5	-0.8	-20	9	11
Cc1ccnc(SC2CC(=O)N(c3ccc(Br)cc3)C2=O)n1 (stereo not given)	-1	-6	0.0	·	19	11	-12	-0.2	-10	11	6
CC(C)C[C@H]1CN(CCCC[C@@H]2CNC(=O)C(=O)N2CCc2ccccc2)C(=O)C(=O)N1CCC1CCCCC1	·	12	-0.2	·	0	-21	·	1.4	·	·	·
CN(CC(=O)Nc1ccc(F)c(F)c1F)C(=O)c1cc(S(=O)(=O)N(C)C)ccc1N1CCCC1	-24	-13	-0.3	·	2	13	17	-0.5	17	-3	-6
COc1ccc(/C(C)=N/NC(=O)c2nnn(-c3nonc3N)c2-c2cccs2)cc1OC	8	-11	-0.2	0	-20	10	1	0.0	24	6	-1
CC(=O)Nc1sc2c(c1C(c1ccncc1)N1CCOCC1)CCCC2 (stereo not given)	3	-10	-0.1	1	8	9	0	-0.4	2	-1	11
Cc1ccccc1SCC(=O)Nc1cc(C(F)(F)F)ccc1N1CCOCC1	-21	-9	0.0	1	-8	14	39	-0.4	33	-3	11
CCc1ccccc1NC(=O)NC1CCCCC1	1	3	-0.1	0	2	-1	3	4.1	2	9	-1

The list itself, from the start:
SMILES	KKLEB tox	NR2E3 ag-1	aDG glyco up	NR2E3 ag-2	TWEAK-Fn14 inh	HIF-2a inh	Peg3 prom inh	iPSC survival up	CF NFkB inh	TRPM1 prom inh	Shn3 inh set2
COc1ccc(C2c3cc4c(cc3OC(N3CCOCC3)C2C)OCO4)c(OC)c1 (stereo not given)	-11	-8	-0.2	·	10	30	-17	0.3	30	3	67
CC(=O)Nc1ccc(S(=O)(=O)Nc2ncccn2)cc1	8	6	-0.1	1	8	1	5	-4.4	2	3	15
C[C@H](O)[C@@H]1CN2CCc3c([nH]c4ccc(-c5ccc6c(c5)OCO6)cc34)[C@@H]2C[C@@H]1N(C)C(=O)Nc1ccc(F)cc1	-40	-34	-0.3	·	3	-8	70*	-2.7	65*	·	22
O=C(NCc1ccco1)c1cccc(NS(=O)(=O)c2cccc(F)c2)c1	2	-19	-0.1	-3	1	19	-5	-0.8	-20	9	11
Cc1ccnc(SC2CC(=O)N(c3ccc(Br)cc3)C2=O)n1 (stereo not given)	-1	-6	0.0	·	19	11	-12	-0.2	-10	11	6
CC(C)C[C@H]1CN(CCCC[C@@H]2CNC(=O)C(=O)N2CCc2ccccc2)C(=O)C(=O)N1CCC1CCCCC1	·	12	-0.2	·	0	-21	·	1.4	·	·	·
CN(CC(=O)Nc1ccc(F)c(F)c1F)C(=O)c1cc(S(=O)(=O)N(C)C)ccc1N1CCCC1	-24	-13	-0.3	·	2	13	17	-0.5	17	-3	-6
COc1ccc(/C(C)=N/NC(=O)c2nnn(-c3nonc3N)c2-c2cccs2)cc1OC	8	-11	-0.2	0	-20	10	1	0.0	24	6	-1
CC(=O)Nc1sc2c(c1C(c1ccncc1)N1CCOCC1)CCCC2 (stereo not given)	3	-10	-0.1	1	8	9	0	-0.4	2	-1	11
Cc1ccccc1SCC(=O)Nc1cc(C(F)(F)F)ccc1N1CCOCC1	-21	-9	0.0	1	-8	14	39	-0.4	33	-3	11
CCc1ccccc1NC(=O)NC1CCCCC1	1	3	-0.1	0	2	-1	3	4.1	2	9	-1
CCOC(=O)CCCCCC(=O)Nc1ccc2c(c1)C(=O)N([C@H](C)CO)C[C@@H](C)[C@H](CN(C)S(=O)(=O)c1cn(C)cn1)O2	-16	-40	-0.1	·	-9	18	-5	-0.4	12	0	6
COc1ccc(C(=O)OCCN2CCOCC2)cc1	-9	-24	0.3	-1	-17	-52	-24	-3.0	8	-14	-18
O=C(c1ccc(Br)cc1)N(Cc1nc2ccccc2c(=O)[nH]1)C1CCCC1	4	-29	0.9	0	23	12	15	0.3	21	10	34
Cc1cccc(-c2nc(CS(=O)CC(=O)NC3CCCC(C)C3C)c(C)o2)c1 (stereo not given)	-7	-2	1.1	3	-5	-6	5	1.9	1	·	3
CC(=O)NC(Cc1ccccc1C)C(=O)NC1CCN(c2nnnn2-c2ccccc2)CC1 (stereo not given)	-21	-3	0.1	0	-21	9	16	0.0	16	13	81
COCCN1CSC(=S)N(Cc2ccco2)C1	1	-18	0.0	1	-7	-1	-2	-0.8	8	25	0
CN(c1ccccc1)S(=O)(=O)c1cccc(NC(=O)c2cc3ccccc3oc2=O)c1	-4	-26	1.9	0	-18	-94	-113	-0.1	-2	-25	-41
Cc1cc(C)c(C(=O)COC(=O)Cn2nc(-c3ccccc3)oc2=O)cc1C	-2	-20	0.0	·	-1	5	-16	0.0	9	-9	3
Cc1cccc(-c2nc(CS(=O)CC(=O)NCCc3ccc(Cl)cc3)c(C)o2)c1 (stereo not given)	5	41	0.0	-1	12	-3	13	-0.3	-9	7	-6
O=C(O)C1CCCN(S(=O)(=O)c2ccc(-c3ccc(=O)[nH]n3)s2)C1 (stereo not given)	12	-6	0.0	1	21	-2	0	0.4	-22	-2	8
O=C(COC(=O)COc1ccccc1)Nc1ccc(Br)cc1Br	5	18	-0.1	·	-1	16	6	0.6	7	8	-5
COc1ccc(S(=O)(=O)Oc2ccccc2C(N)=O)cc1	11	-5	0.4	·	8	-3	5	-0.5	-25	-4	-7
NC(=O)CSc1nnc(Cc2csc(Nc3ccccc3)n2)n1Cc1ccccc1	-4	-15	0.0	2	0	14	8	-0.5	10	10	-2
O=C(/C=C/c1ccccc1)c1ccccn1	-6	-12	-0.1	0	-6	-142	-144	-1.2	7	-29	-44
(listing goes on)
SMILES	KKLEB tox	NR2E3 ag-1	aDG glyco up	NR2E3 ag-2	TWEAK-Fn14 inh	HIF-2a inh	Peg3 prom inh	iPSC survival up	CF NFkB inh	TRPM1 prom inh	Shn3 inh set2
O=C(CSc1ccc(F)cc1)Nc1ccccc1N1CCOCC1	-4	-7	0.0	-2	7	12	14	-0.4	15	-7	2
O=C(N/N=C/c1ccoc1)c1ccc(Cl)cc1	-11	-42	0.1	2	-6	-68	-30	-0.3	10	-28	-21
N#Cc1cc2c(nc1SCc1cccnc1)CCCC2	6	-15	-0.1	0	20	-20	-4	-1.9	3	-5	1
CCOc1ccc(/C=N/NC(=S)NC2CC3CC2C2C=CCC32)cc1 (stereo not given)	11	17	0.4	0	6	0	3	-0.6	-7	-1	13
O=C(COC(=O)c1ccc2ncsc2c1)Nc1ccccc1Cl	-2	-12	0.2	·	-5	-6	-65	-1.5	-3	-7	7
COc1cccc(CC(O)CC2c3c(cc4c(c3OC)OCO4)CCN2C)c1 (stereo not given)	7	-22	0.4	·	8	11	21	-0.4	-6	-7	-19
COc1ccc(N=C2SCC(c3ccc([N+](=O)[O-])cc3)=NN2CCO)cc1	0	11	0.2	1	2	30	-2	2.6	7	8	10
O=C(c1ccc(C(F)(F)F)cc1)C1CCCN(C(=O)c2csnn2)C1 (stereo not given)	-7	8	-0.1	2	-9	-16	-5	0.2	9	5	0
C#CCOCCOCCOCCNc1nc(N2CCOCC2)nc(N2CCN(C(=O)Cn3cc(CCCCN)nn3)CC2)n1	3	-10	0.1	·	13	9	-9	-2.8	-3	3	-28
COc1ccccc1NC(=O)CSc1nnc(C2CCCCC2)n1C	-4	-4	0.0	1	6	9	-2	-0.2	2	7	11
OC(c1ccco1)c1nc(-c2cccs2)cs1 (stereo not given)	16	-57	-0.1	·	22	0	-23	-0.5	19	·	6
[O-]c1c[n+](-c2ccc(-[n+]3cc([O-])on3)cc2)no1	11	-17	0.1	3	-12	15	10	-0.3	0	4	-19
Cn1ccc2c(N(Cc3ccccc3)Cc3ccccc3)cc3c(c21)C1CCC3O1 (stereo not given)	-11	-5	0.1	·	-21	7	-25	1.5	30	·	-6
Cc1ccc(OCCCCNC(C)c2ccccc2)c(C)c1 (stereo not given)	18	2	0.2	1	11	8	17	-0.1	1	-1	-20
CC(=O)Nc1ccc(N2C(=O)c3cccc(NC(C)=O)c3C2=O)cc1	-3	-4	-0.5	2	-11	1	11	-1.4	-12	6	10
O=C(Cn1cnc2ccccc2c1=O)Nc1nnc(SCc2ccc(Cl)cc2)s1	-5	-28	-0.2	5	-4	23	3	-0.3	0	-1	8
CS(=O)(=O)N(CC(=O)N1CCN(Cc2ccccc2)CC1)c1ccc(F)cc1	10	-1	-0.2	2	0	21	-9	-0.4	0	14	-2
CCNc1nc(NCC)nc(Oc2ccc(N)cc2)n1	-7	4	-0.1	-2	-16	18	12	-2.3	8	3	-6
O=C(NCc1nc2ccccc2[nH]1)C1=C[C@@H](c2csc3ccccc23)C[C@@H](OCc2ccc(CO)cc2)O1	4	32	0.2	4	57*	2	35	1.3	-6	6	-4
CCOC(=O)c1ccc(NC(=S)N2CCSC2c2c(F)cc(F)cc2F)cc1 (stereo not given)	-2	-5	1.3	5	23	17	-6	-1.0	-2	-4	20
Cc1sc2ncnc(-n3nnc4ccccc43)c2c1C	4	-2	-0.2	3	9	-13	2	1.3	-21	7	-1
CCOC(=O)CNC(=O)c1ccc(Cl)s1	3	-36	-0.2	-2	-10	15	9	-0.4	5	10	-10
COc1cc(C(=O)NCc2ccco2)c(Br)c(OC)c1OC	-10	11	-0.1	4	10	-9	9	-2.7	10	8	6
COC(=O)N1CCCCC1c1cc(C(=O)Nc2ccc3c(c2)OCO3)no1 (stereo not given)	3	-31	0.0	·	-27	-38	-33	0.7	7	·	-1
C=CC[C@@H](CC(=O)N[C@H](CO)Cc1ccccc1)C(=O)N[C@H](C)COC(=O)[C@@H](CC=C)CC(=O)OC(C)(C)C	6	-5	0.7	·	2	13	8	-0.1	13	-5	23
